p53 reactivation – mutant p53 re-activation in reporter cells. H1299 p53-A138V BP100-luciferase reporter, luminescence, 24 h. Potency, µM (titrated, usually from 92.2 µM), inactives show at the highest dose activity change, positive = activation, most hits filed as activators. actives 0.063% (n = 320,000). AID 504706; further: potency means the concentration at half of the fitted maximal effect; % of control where 0% means no effect; nearly all actives have a fitted effect of over 45% in size
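p53-null H1299 cells stably carrying temperature-sensitive p53-A138V and a BP100-luciferase reporter were pinned with compounds (4-point, 1:5 series) and held 24 hrs at 37 deg C. Luminescence was read 10 min after detection reagent.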
ELG1 genotox – inducers of genotoxicity in HEK293T ELG1-luciferase cells | HEK293T ELG1-luciferase reporter, luminescence, 16 h | Potency, µM (titrated, usually from 46 µM), for the others: at the highest dose activity change, positive = activation, actives largely listed as activators | actives 1.3% (n = 330,000) | AID 504466; further: potency means the concentration at half of the fitted maximal effect; % of control where 0% means no effect; nearly all actives have a fitted effect of over 60% in size
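Genotoxicity was scored as increased ELG1-luciferase reporter signal, measured by ONE-Glo luminescence (30 min, room temperature). Compound or vehicle exposure of the HEK293T reporter cells lasted 16 hr at 37°C.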
Rab9 prom act – activators of Rab9 promoter; actives 2.8% (n = 320,000); Huh7 Rab9 promoter-luciferase reporter, luminescence, 24 h; Potency, µM (top dose mostly 9.22 µM), inactives show top-dose activation, negative = inhibition, most hits filed as activators; further: potency means the concentration at half of the fitted maximal effect; % of control where 0% means no effect; nearly all actives have a fitted effect of over 60% in size
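Luminescence read-out: Huh7 cells stably expressing Rab9-luciferase, treated 24 h with compound at 37 °C, then lysed with luciferase reagent for 10 min at ambient before reading.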
RORg inh – inhibitors of mouse ROR gamma transcriptional activity. AID 2551. Potency, µM (titrated, usually from 53.6 µM), inactives show top-dose activity change, negative = inhibition, most hits filed as inhibitors. actives 5.4% (n = 310,000). Drosophila S2 Gal4-RORgamma UAS-luciferase reporter, 20 h. P51450; further: potency means the concentration at half of the fitted maximal effect; on the % scale 0 is the no-effect control and ±100 the full control effect; nearly all actives have a fitted effect of over 60% in size
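ROR gamma transcriptional activity was tracked as Gal4-UAS luciferase output in stably transfected Drosophila Schneider cells, with compound added 1 hr before 700 uM copper sulfate induction and a 20 hr ambient-temperature incubation.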
Tb PFK inh – inhibitors of T. brucei phosphofructokinase; O15648; T. brucei PFK, ADP-Glo luminescence; Potency, µM (top dose mostly 57.5 µM), inactives show at the highest dose activity, negative = inhibition, usual class: inhibitors; actives 0.17% (n = 330,000); AID 485367;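 further: potency means the concentration at half of the fitted maximal effect; 0% = uninhibited 1x PFK enzyme wells and -100% = no-enzyme wells; nearly all actives have a fitted effect of over 60% in size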
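1.25 nM PFK with 0.5 mM F6P and 0.1 mM ATP in 0.1 M TEA pH 8.0, 5 mM MgCl2, incubated 45 min at room temperature; ADP measured by ADP-Glo luminescence; compounds titrated up to 57 uM.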
NPC1 prom act – activates the NPC1 promoter. AID 485313. Huh7 NPC1 promoter luciferase reporter, 24 h. Potency, µM (series often up to 9.22 µM), for the others: top-dose activation, most hits filed as activators. actives 2.4% (n = 320,000);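 further: potency means the concentration at half of the fitted maximal effect; % of control where 0% means no effect; nearly all actives have a fitted effect of over 60% in size; reporter is driven by a mutant NPC1 promoter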
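NPC1 promoter–luciferase Huh7 cells; 24 h compound; luminescence.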
Gal4-VP16 FLuc – inhibits Gal4-VP16 luciferase reporter, ROR gamma counter-screen; Drosophila S2 Gal4-VP16 UAS-luciferase, luminescence, 20 h; Potency, µM (titrated, usually from 53.6 µM), for the others: at the top dose activity, negative = inhibition, actives largely listed as inhibitors; actives 3.5% (n = 310,000); AID 2546;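 further: Gal4-VP16 expression switched on by copper sulfate through the metallothionein promoter; potency means the concentration at half of the fitted maximal effect; on the % scale 0 is the no-effect control and ±100 the full control effect; nearly all actives have a fitted effect of over 50% in size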
FLuc counter – counter-screen for miR-21 project: firefly luciferase inhibitors or activators; purified FLuc, Km substrates, luminescence inhibition; actives 6.9% (n = 360,000); P08659; Potency, µM (top dose mostly 57.5 µM), for the others: at the highest dose activity change, negative = inhibition, hits mostly inhibitors; AID 588342;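 further: potency means the concentration at half of the fitted maximal effect; plate controls were vehicle for no effect and reference inhibitor for full effect; nearly all actives have a fitted effect of over 55% in size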
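Biochemical qHTS of compounds, final roughly 60 µM downward over six points, against 10 nM purified firefly luciferase using Km concentrations of substrates (10 uM D-luciferin, 10 uM ATP) in Tris acetate pH 7.5 buffer; luminescence output.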
ELG1 DNA repair – blocks ELG1-dependent DNA repair in HEK293T cells | HEK293T ELG1-luciferase reporter, luminescence, 16 h; DNA damage induced by 5-fluorouridine | Potency, µM (doses to about 46.1 µM), for the others: at the top dose activity change, negative = inhibition, actives largely listed as inhibitors | actives 2.3% (n = 330,000) | AID 504467; further: potency means the concentration at half of the fitted maximal effect; on the % scale 0 is the no-effect control and ±100 the full control effect; nearly all actives have a fitted effect of over 55% in size
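Step one: seed 2,000 cells per well. Step two: pin-transfer compound or DMSO alongside 5-fluorouridine. Step three: incubate 16 hr, 37 °C, 5% CO2. Step four: add ONE-Glo, wait 30 min, read luminescence.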
BRCA1 expr up – increases BRCA1 expression; MCF7-BRCA1-FFLuc reporter, luminescence, 48 h; response scale: scaled: vehicle 0%, 10 µM genistein 100%; Potency, µM (titrated, usually from 46.1 µM), for inactives: at the top dose activation, usual class: activators; actives 1.1% (n = 380,000); AID 624202; further: potency means the concentration at half of the fitted maximal effect; nearly all actives have a fitted effect of over 80% in size; some results filed as inactive show a strong effect at the top dose
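48 h compound treatment of MCF7-BRCA1-FFLuc cells (phenol-red free MEM, 37 °C), then 15 min with luciferase substrate and luminescence imaging.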
TRPV1 ag – activates the human vanilloid receptor TRPV1; Q8NER1; TRPV1-expressing cells, Fluo-8 calcium influx, agonist mode; activation, % at 8.33 µM; actives 0.19% (n = 320,000); in the data active means activation above about 80%; inconclusive means between about 30% and that limit; further: 0% is about no effect
Target sequence (Q8NER1 whole entry, looked up): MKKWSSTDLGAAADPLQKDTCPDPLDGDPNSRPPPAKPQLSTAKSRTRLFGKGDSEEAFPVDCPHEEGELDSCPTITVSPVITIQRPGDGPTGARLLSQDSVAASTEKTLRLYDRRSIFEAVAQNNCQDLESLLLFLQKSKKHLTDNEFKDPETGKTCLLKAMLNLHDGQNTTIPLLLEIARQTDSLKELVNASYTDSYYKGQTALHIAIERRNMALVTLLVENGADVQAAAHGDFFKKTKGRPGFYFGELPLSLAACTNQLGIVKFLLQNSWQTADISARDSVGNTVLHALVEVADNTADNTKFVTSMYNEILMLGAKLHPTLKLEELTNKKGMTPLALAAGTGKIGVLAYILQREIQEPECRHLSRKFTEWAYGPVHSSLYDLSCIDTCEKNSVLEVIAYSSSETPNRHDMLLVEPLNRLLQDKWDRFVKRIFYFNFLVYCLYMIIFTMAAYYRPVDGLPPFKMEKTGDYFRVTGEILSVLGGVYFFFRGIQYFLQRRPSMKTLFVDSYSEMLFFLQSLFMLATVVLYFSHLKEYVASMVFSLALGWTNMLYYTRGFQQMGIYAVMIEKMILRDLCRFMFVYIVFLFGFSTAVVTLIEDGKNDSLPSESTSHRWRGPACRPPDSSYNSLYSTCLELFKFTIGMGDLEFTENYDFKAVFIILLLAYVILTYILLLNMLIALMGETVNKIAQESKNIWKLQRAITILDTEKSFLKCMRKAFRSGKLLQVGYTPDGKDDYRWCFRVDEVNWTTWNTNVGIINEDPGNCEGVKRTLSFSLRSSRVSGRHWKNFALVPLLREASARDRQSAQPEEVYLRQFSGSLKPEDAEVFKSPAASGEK
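Fluo-8 calcium influx in TRPV1-expressing cells, kinetic read (ex 480/em 520 nm). Compound added and read 3 min for agonist activity, followed by capsaicin at EC20 final and 2 min further read for enhancement.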
Active calls of the source: *; ? = inconclusive; · = not tested or not shown; [ ] = another dose, or the depositor's remark. Unless noted, the call rests on the fitted dose curve; in most records, active means well fitted curve in the direction sought with a large enough effect; inconclusive means small, poorly fitted or top-dose-only effect, or another doubt; inactive means no such curve, though single readings can be large; an effect the other way counts as inactive or inconclusive. Compounds as they come. Share with any hit: about 15%.

SMILES	p53 reactivation	ELG1 genotox	Rab9 prom act	RORg inh	Tb PFK inh	NPC1 prom act	Gal4-VP16 FLuc	FLuc counter	ELG1 DNA repair	BRCA1 expr up	TRPV1 ag
CC1=C(C(=O)Nc2ccccn2)C(c2ccc(Br)cc2)n2ncnc2N1 (centres undefined)	11.9%	2.8%	-4.8%	7.2%	0.7%	-2.9%	-4.0%	2.6%	3.4%	-31.6%	0.1
COCCN(C(=O)CCC(=O)Nc1nccs1)C(C(=O)NC(C)(C)C)c1ccc(C)cc1 (centres undefined)	-4.5%	0.7%	-2.2%	13.1%	-2.9%	-1.7%	-5.9%	3.2%	14.5%	-21.3%	0.5
Cn1cnnc1SCc1ccc(C(=O)N=Nc2c(O)n(Cc3ccc(Cl)cc3)c3ccccc23)cc1	-2.2%	-12.6%	-1.1%	?	-3.1%	-0.2%	?	?	9.2µM*	-63.3%	-1.0
CC(C)(C)NC(=O)COc1ccc(CNCc2cccs2)cc1	-4.5%	-0.2%	0.1%	3.2%	1.5%	-1.1%	-9.3%	2.5%	0.7%	6.0%	-2.9
CN(CC(=O)Nc1ccc(Cl)c(C(F)(F)F)c1)C(=O)c1ccc2c(c1)NC(=O)CS2	4.7%	-1.7%	0.4%	·	-6.4%	-5.4%	·	-2.2%	?	0.0%	5.5
Cc1ccc(NC(=S)N(CCCN2CCOCC2)Cc2ccccn2)cc1	-1.1%	0.4%	7.8%	-14.6%	0.4%	-2.0%	-7.2%	-0.2%	3.3%	-16.1%	7.0
COc1ccc(OC)c(NC(=O)CSc2nnc(-c3cnccn3)n2C)c1	-0.7%	1.2%	-4.3%	9.3%	-3.0%	-5.3%	-4.7%	-0.5%	0.3%	-0.4%	-2.5
Cc1ccc(C(=O)O)cc1NC(=O)CCc1ccccc1	-7.1%	-0.3%	-4.3%	10.9%	1.1%	-0.5%	-10.2%	5.2%	-1.1%	0.0%	0.0
CCCNC(=O)CS(=O)(=O)c1ccccc1	7.4%	-3.2%	3.4%	-2.8%	1.7%	2.5%	3.9%	-5.7%	19.8%	-8.9%	-3.3
COc1cc(C(=O)COC(=O)c2cc([N+](=O)[O-])ccc2N2CCOCC2)ccc1OC(F)F	-5.2%	0.0%	-2.7%	·	-4.0%	-5.4%	·	0.5%	?	-30.4%	-0.6
O=C(Nc1ccccc1)Nc1cccc2nsnc12	7.9%	?	3.16µM*	-14.5%	?	4.47µM*	-5.9%	7.57µM*	?	-1.0%	-1.9
Cc1ccc(C(=O)Nc2ccnc(-c3ccncc3)n2)cc1	-2.2%	-2.6%	0.5%	-1.3%	3.5%	0.6%	4.8%[10 µM]	?	-10.2%	16.0%	1.0

An excerpt from above in order of their number in TRPV1 ag, high to low:
| Structure | p53 reactivation | Rab9 prom act | RORg inh | Tb PFK inh | NPC1 prom act | BRCA1 expr up | TRPV1 ag |
| --- | --- | --- | --- | --- | --- | --- | --- |
| Cc1ccc(NC(=S)N(CCCN2CCOCC2)Cc2ccccn2)cc1 | -1.1% | 7.8% | -14.6% | 0.4% | -2.0% | -16.1% | 7.0 |
| O=C(Nc1ccccc1)Nc1cccc2nsnc12 | 7.9% | 3.16µM* | -14.5% | ? | 4.47µM* | -1.0% | -1.9 |
| COc1ccc(OC)c(NC(=O)CSc2nnc(-c3cnccn3)n2C)c1 | -0.7% | -4.3% | 9.3% | -3.0% | -5.3% | -0.4% | -2.5 |

(listing goes on)
SMILES	p53 reactivation	ELG1 genotox	Rab9 prom act	RORg inh	Tb PFK inh	NPC1 prom act	Gal4-VP16 FLuc	FLuc counter	ELG1 DNA repair	BRCA1 expr up	TRPV1 ag
O=C(CSc1nc2ncc(Br)cc2[nH]1)c1cccc([N+](=O)[O-])c1	-8.8%	-5.3%	-0.9%	-26.1%	-6.5%	0.9%	-29.0%	-1.9%	-6.2%	-6.8%	-2.8
COC(=O)c1sc(NC(=S)NC(=O)c2ccc(F)cc2)nc1C	4.1%	10.0%	?	0.3%	0.0%	27.0%	-4.9%[10 µM]	3.2%	-11.8%	·	2.9
COc1ccc(C2=C/C(=C/c3cccnc3)C(=O)O2)cc1OC	3.1%	1.3%	-2.3%	-0.9%	0.1%	-10.3%	3.1%	4.1%	9.8%	4.4%	?
Cc1cc(C)nc(N/N=C/c2ccccc2OCc2ccc(Cl)cc2)n1	?	9.6%	2.5%	10µM*	-6.5%	8.6%	?	?	?	76.9%	29.8
O=S(=O)(CCSc1nc2ccccc2o1)c1nc2ccccc2s1	-25.8%	-2.2%	-7.6%	?	-5.7%	-0.7%	?	-0.3%	?	-80.6%	1.9
COc1ccc(-c2c(-c3ccc(O)cc3O)n[nH]c2C(F)(F)F)cc1	-6.9%	0.6%	1.7%	-68.4%	-1.6%	-4.1%	10µM*	2.2%	-11.5%	0.0%	8.2
CCOC(=O)CN1C(=O)C(O)(CC(=O)c2ccco2)c2ccccc21 (centres undefined)	9.2%	-1.5%	12.2%	13.1%	-3.2%	1.2%	-3.8%	-1.5%	8.2%	-4.7%	-1.5
COc1cc([N+](=O)[O-])ccc1NC(=S)NNC(=O)c1ccc2c(c1)OCO2	-27.9%	-0.3%	-4.1%	-30.0%	2.5%	-2.8%	-19.3%	?	1.1%	5.9%	15.6
COc1ccc(S(=O)(=O)N(C)CC(=O)NCc2ccccn2)cc1	-0.9%	1.2%	2.2%	0.9%	-2.3%	-2.3%	-15.9%	4.6%	14.2%	-17.7%	1.2
COCCOc1ccc(C(F)(F)F)cc1NC(=O)c1ccc(C(F)(F)F)cc1	-14.6%	1.4%	10.4%	28.1%	1.2%	0.2%	-8.9%	2.0%	?	-33.2%	2.3
COc1ccc(S(=O)(=O)NNC(=O)c2ccc(-n3c(C)ccc3C)cc2)cc1	10.0%	8.7%	-4.3%	6.8%	0.2%	1.9%	-4.1%	-0.6%	28.7%	0.0%	-2.4
S=C(Nc1ccccc1)N1CCC(C2CCN(C(=S)Nc3ccccc3)CC2)CC1	-0.7%	2.3%	-3.6%	-1.9%	-1.1%	-0.9%	3.1%	0.0%	?	5.7%	0.5
Cc1ccc(S(=O)(=O)CCC(=O)OCc2ccc(S(=O)(=O)C(C)C)cc2)cc1	0.7%	0.4%	-3.6%	5.2%	-4.0%	-8.9%	6.5%	-1.8%	-8.3%	11.5%	-2.3
CCOc1ccc(-n2c(SCC(=O)Nc3ccc(Br)cc3)nc3n[nH]c(C)c3c2=N)cc1	-6.6%	17.3%	-9.7%	?	-7.6%	-7.4%	?	-3.7%	43.0%	-61.4%	0.8
O=C(CCNC(=O)c1ccco1)NCCc1ccc(Cl)cc1	-2.3%	?	0.2%	8.5%	-4.4%	-4.0%	5.6%	4.6%	?	-8.3%	-1.4
CCOc1ccc(NC(=O)/C=C/c2ccc(OC)cc2)c([N+](=O)[O-])c1	0.4%	3.5%	1.7%	-5.9%	-4.2%	-3.1%	-14.4%	5.8%	2.8%	-2.4%	0.8
O=C(NCc1cccnc1)C(=O)N/N=C/c1ccc([N+](=O)[O-])cc1	2.4%	0.7%	-4.1%	35.9%	-7.9%	-2.7%	-6.3%	-1.9%	-3.3%	-7.2%	-0.3
COCCNC(=O)CN1CCC(n2c(C)nc3cc(C(F)(F)F)ccc32)CC1	-2.7%	-0.9%	-1.6%	?	-4.9%	0.7%	-20.2%	6.2%	5.9%	1.6%	-0.3
O=C(NCCc1ccccc1)C(=O)NCC1OCCN1S(=O)(=O)c1cc(F)ccc1F (centres undefined)	-6.1%	2.0%	-5.6%	11.5%	-4.4%	2.8%	0.4%	-1.7%	-17.9%	-14.6%	-0.4
C=CCNC(=O)C1CCN(c2nc(C)cc(-c3ccccc3)n2)CC1	20.9%	?	3.55µM*	20.0%	0.2%	3.55µM*	-1.8%	19µM*	?	?	24.4
CO[C@@H]1O[C@@H]2COC(c3ccccc3)O[C@@H]2[C@@H](OC)[C@@H]1O (some centres undefined)	-11.2%	2.5%	-2.3%	-13.5%	-0.9%	1.6%	-0.7%	-0.5%	21.9%	-10.3%	1.9
O=S(=O)(NCC(c1cccnc1)N1CCN(c2ccccc2)CC1)c1cc(F)ccc1F (centres undefined)	-1.7%	-1.2%	-2.7%	3.6%	-1.9%	-3.8%	5.1%	4.7%	-4.1%	-13.8%	3.5
O=C(NC(=S)NNC(=O)c1cnccn1)c1ccc(Cl)cc1	5.3%	15.7%	-11.4%	14.1%	3.8%	-6.1%	-4.5%	-18.7%	-10.3%	-66.6%	-2.0
CC(=O)c1cc2c(cc1NC(=O)c1ccccc1C)OCO2	-0.3%	2.5%	0.4%	-1.3%	-1.3%	-2.0%	-14.7%[10 µM]	1.8%	11.0%	·	0.2
CC1=C(C(=O)OC2CCCC2)C(c2coc3ccccc3c2=O)C2=C(CCCC2=O)N1 (centres undefined)	7.3%	7.4%	-4.5%	14.3%	1.0%	-6.2%	-14.7%	-0.9%	25.9%	-29.9%	12.4
